GDH-TPI counter: GDH-TPI coupling enzyme inhibitors, primary screen, artefact control for M. tuberculosis FBA inhibitor project, biochemical, absorbance, full deck; GDH-TPI coupled enzyme counterscreen, NADH absorbance; inhibition, % at 4.8 µM; hit rate 1.2% among 360,000; in the data active = inhibition above about 30%;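 note: 0% = DMSO wells and 100% = wells lacking the enzyme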
BioA inh: M. tuberculosis BioA enzyme inhibitors, primary screen, biochemical, plate reader, single point, HTS; 7,8-diaminopelargonic acid synthase BioA (Mycobacterium tuberculosis); purified M. tuberculosis BioA enzyme; inhibition, % at 9.99 µM; hit rate 0.096% among 360,000; AID 602481, 2012; in the data active = inhibition above about 40%; inconclusive = no clear call, values can overlap the other calls
PrPC surface inh: inhibitors of human cell surface prion protein PrPC, primary screen, cell-based, TR-FRET | Major prion protein (Homo sapiens), P04156 | TR-FRET read-out | inhibition, % at 13.8 µM | hit rate 0.43% among 370,000 | AID 720596, 2013; in the data active = inhibition above about 24%; note: 0% = median of the test wells and 100% = reference compound wells
Rv3671c inh: Rv3671c serine protease inhibitors, primary screen, biochemical, fluorescence polarization, M. tuberculosis H37Rv. inhibition, % at 5.96 µM. hit rate 0.048% among 320,000. AID 2606, 2010; in the data active = inhibition above about 38%;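 note: extracellular domain of Rv3671c used as enzyme; 0% = enzyme with DMSO and 100% = no enzyme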
Target sequence (P9WHR9 whole entry, looked up, the tested form may be a part): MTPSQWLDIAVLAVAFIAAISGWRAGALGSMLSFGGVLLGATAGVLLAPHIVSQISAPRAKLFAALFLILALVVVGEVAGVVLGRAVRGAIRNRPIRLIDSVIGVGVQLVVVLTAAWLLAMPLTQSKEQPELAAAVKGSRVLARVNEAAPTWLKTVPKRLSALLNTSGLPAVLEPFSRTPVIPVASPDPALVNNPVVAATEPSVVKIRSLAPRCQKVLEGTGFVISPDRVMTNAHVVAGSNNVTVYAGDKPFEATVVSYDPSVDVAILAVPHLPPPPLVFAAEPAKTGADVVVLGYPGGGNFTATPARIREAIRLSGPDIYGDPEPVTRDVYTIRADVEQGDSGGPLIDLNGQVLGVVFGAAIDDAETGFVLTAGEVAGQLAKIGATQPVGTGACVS
UGM FP inh: M. tuberculosis UGM enzyme inhibitors, primary screen, biochemical, fluorescence polarization, single point | UDP-galactopyranose mutase (Mycobacterium tuberculosis (strain ATCC 25618 / H37Rv)), … | purified UGM, fluorescence polarization probe displacement | inhibition, % at 10 µM | hit rate 0.06% among 320,000 | AID 504406, 2011; in the data active = inhibition above about 10%, passing the limit was not always enough; inconclusive = no clear call, values can overlap the other calls
MazEF act: activators of E. coli MazEF toxin-antitoxin RNase, primary screen, biochemical, fluorescence, uHTS; activation, % at 20 µM; Endoribonuclease toxin MazF (Escherichia coli (strain K12)), P0AE70; hit rate 0.32% among 350,000; AID 504720, 2011; FAM/BHQ RNA-DNA oligo cleavage fluorescence, 5 h; in the data active = activation above about 50%
Target sequence (P0AE70 whole entry, looked up): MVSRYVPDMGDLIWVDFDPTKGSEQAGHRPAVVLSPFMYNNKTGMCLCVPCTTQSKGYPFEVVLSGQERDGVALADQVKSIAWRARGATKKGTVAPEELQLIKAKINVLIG
Mtb FBA inh: Mtb FBA enzyme inhibitors, primary screen, biochemical, fluorescence, strain H37Rv; AID 588726, 2011; inhibition, % at 1 µM; Fructose-bisphosphate aldolase (Mycobacterium tuberculosis (strain ATCC 25618 / H37Rv)), …; purified M. tuberculosis FBA, fluorescence read-out; hit rate 2.3% among 360,000; in the data active = inhibition above about 27%;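 note: 0% = vehicle and 100% = reference inhibitor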
Target sequence (P9WQA3 whole entry, looked up): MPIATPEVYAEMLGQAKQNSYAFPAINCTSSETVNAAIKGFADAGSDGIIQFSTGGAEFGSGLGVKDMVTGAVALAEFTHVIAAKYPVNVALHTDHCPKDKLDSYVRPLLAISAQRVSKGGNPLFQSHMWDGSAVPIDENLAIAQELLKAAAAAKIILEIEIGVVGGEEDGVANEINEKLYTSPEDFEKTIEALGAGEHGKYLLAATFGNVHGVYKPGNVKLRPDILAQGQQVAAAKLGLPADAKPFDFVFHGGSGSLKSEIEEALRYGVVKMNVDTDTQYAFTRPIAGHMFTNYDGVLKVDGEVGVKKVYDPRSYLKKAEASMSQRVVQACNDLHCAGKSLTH
FadD28 binding: inhibitors of FadD28 bisubstrate probe binding, primary screen, biochemical, fluorescence polarization, single point; hit rate 0.22% among 360,000; inhibition, % at 12.5 µM; in the data active = inhibition above about 8.5%, passing the limit was not always enough; inconclusive = no clear call, values can overlap the other calls
BoNT-F LC inh: BoNT/F light chain protease inhibitors, primary screen, biochemical, flow cytometry, MLPCN library; Botulinum neurotoxin type F light chain protease (Clostridium botulinum); Multiplex microsphere protease cleavage assay; inhibition, % at 10 µM; hit rate 0.22% among 360,000; AID 588497, 2011; in the data active = inhibition above about 35%, passing the limit was not always enough; inconclusive = no clear call, values can overlap the other calls; note: plate controls were buffer without enzyme for full effect and enzyme alone for no effect
The depositor's hits bear a star; u = inconclusive; x = no result given.

cpd	SMILES	GDH-TPI counter	BioA inh	PrPC surface inh	Rv3671c inh	UGM FP inh	MazEF act	Mtb FBA inh	FadD28 binding	BoNT-F LC inh
1	CC1CCCCC1NC(=O)c1cc(S(=O)(=O)N2CCOCC2)ccc1Cl (stereo unspecified)	-3	-0.8	-1	3	0.3	7	-1	2.0	-4
2	CCC(C)Sc1nc2c(c(=O)[nH]c(=O)n2C)n1CC(O)COc1ccccc1C (stereo unspecified)	-5	x	3	3	0.1	-7	0	-4.8	24
3	Cc1c(C(c2cccc(Br)c2)c2c(C)n(C)n(-c3ccccc3)c2=O)c(=O)n(-c2ccccc2)n1C	7	-0.6	1	1	1.8	4	-1	-1.8	13
4	OC[C@H]1O[C@H](OCc2ccccc2)[C@H](O[C@@H]2OC[C@@H](O)[C@H](O)[C@H]2O)[C@@H](O)[C@@H]1O	1	-2.4	2	-3	5.1	-3	2	-1.7	-10
5	CC(=O)NC1(C(F)(F)F)NC(=O)N(CCc2ccccc2)C1=O (stereo unspecified)	-1	0.3	-5	2	1.1	-2	1	-2.3	18
6	Cc1nc(C)c(-c2csc(Nc3ccc(S(N)(=O)=O)cc3)n2)s1	2	0.3	-14	x	0.0	7	5	0.6	-17
7	CCN(CC(=O)Nc1c(F)cccc1F)C(=O)CSc1nc(C)cc(C)n1	3	1.8	2	2	1.5	6	1	0.1	6
8	Cc1ccc(S(=O)(=O)OCCC2=CC(=O)CCN2Cc2ccccc2)cc1	0	-0.4	-6	2	0.5	-3	4	1.5	2
9	N#Cc1cc(S(=O)(=O)N2CCOCC2)ccc1N1CCOCC1	3	-2.0	10	-7	-2.7	-2	5	1.4	-5
10	CC1=CC=CC2=N/C(=N\S(=O)(=O)c3ccc(F)cc3F)c3ccccc3CN12	2	-2.9	3	7	0.4	-7	1	-4.2	-2
11	COc1ccc(N=[N+]([O-])c2ccc(OC)cc2)cc1	20	-1.3	-8	x	x	1	-1	-0.7	-3
12	COc1ccc(-c2nc(CN3CCCCC3c3cccnc3)c(C)o2)c(F)c1 (stereo unspecified)	1	-1.6	7	3	0.3	-3	2	-2.2	-2
13	COc1cc(C)c(NC(=O)COc2ccc3c(c2)CCC3)cc1OC	-2	-2.4	-2	-6	2.1	-4	1	-0.3	-5
14	Cc1cc(C)cc(NC(=O)CN2CCN(c3ccccc3)CC2)c1	-5	-0.4	4	-4	6.2	-6	5	x	-1
15	Cc1ccccc1OCC(=O)Nc1ccccc1NC(=O)c1ccco1	-2	-0.1	-7	-8	-0.6	9	1	-0.6	10
16	CCN1C(c2ccccc2)=C(c2ccccc2)S/C1=C\C=C1/SC(=S)N(C)C1=O	-3	x	1	-33	-2.9	-17	1	-2.7	-13
17	CC(C)(O)C#Cc1ccc(CN2CCCC(CNC(=O)c3ccco3)C2)cc1 (stereo unspecified)	-9	-1.1	3	-6	2.7	1	0	-0.8	5
18	CCOC(=O)/C(=N\Nc1ccccc1Cl)N1CCN(C)CC1	22	1.4	-2	-8	1.3	-8	-2	-1.6	1
19	CCN1C(=O)C(CC(=O)Nc2ccc(F)cc2)N(CCc2ccc(OC)cc2)C1=S (stereo unspecified)	4	x	2	51*	0.4	6	1	-3.3	-10
20	CCOC(=O)C1C(c2ccc(OC)cc2)N(C)OC1(O)C(F)(F)F (stereo unspecified)	10	x	7	2	-0.5	2	-2	-0.9	-9
21	CC(C)(C)Nc1cccccc1=O	2	-0.6	6	-2	1.5	4	-2	-4.3	u
22	C(=NOCc1ccccc1)c1ccncc1	6	-0.1	4	x	x	4	-2	-2.0	6
23	O=C(NNC(=O)c1ccccc1-c1ccccc1C(=O)O)c1ccccc1	-4	x	-1	2	-0.2	0	-2	0.7	-5
24	Cc1[nH]c(-c2ccc3c(c2)OCO3)nc1C(=O)O	-1	-1.2	7	3	2.9	-5	15	-3.4	1
25	O=C(CSc1nnc(-c2cccnc2)n1Cc1ccccc1)NCc1ccco1	8	2.4	-7	-5	3.7	2	-1	-2.7	0

Quoted at random: two entries already listed.
cpd	SMILES	GDH-TPI counter	BioA inh	PrPC surface inh	Rv3671c inh	UGM FP inh	MazEF act	Mtb FBA inh	FadD28 binding	BoNT-F LC inh
15	Cc1ccccc1OCC(=O)Nc1ccccc1NC(=O)c1ccco1	-2	-0.1	-7	-8	-0.6	9	1	-0.6	10
2	CCC(C)Sc1nc2c(c(=O)[nH]c(=O)n2C)n1CC(O)COc1ccccc1C (stereo unspecified)	-5	x	3	3	0.1	-7	0	-4.8	24

Additional compounds:
cpd	SMILES	GDH-TPI counter	BioA inh	PrPC surface inh	Rv3671c inh	UGM FP inh	MazEF act	Mtb FBA inh	FadD28 binding	BoNT-F LC inh
26	O=C1[C@@H]2CSCN2C(=O)CN1Cc1ccc(F)cc1	-6	0.5	9	-2	-2.2	10	0	-2.8	u
27	COc1cc(CN2CCN(c3ncccn3)CC2)cc(OC)c1	3	-0.8	2	-4	-1.7	6	1	0.1	u
28	COc1ccc(/C=N/NC(=O)c2ccc3c(c2)OCCO3)cc1[N+](=O)[O-]	18	x	-17	-2	-1.5	-22	-4	-2.7	-4
29	CCOC(=O)c1sc(N2C(=O)C(O)=C(C(=O)c3ccco3)C2c2cccc(Cl)c2)nc1C (stereo unspecified)	11	3.8	7	-6	1.1	x	0	-2.5	-5
30	COCCCN(C(C)=O)c1nc(-c2ccc(OC)cc2)cs1	2	-1.0	-1	-5	0.3	-5	0	-2.3	3
31	COc1ccc(-c2cc(C(=O)NCc3cccc(Cl)c3)[nH]n2)c(C)c1	-5	2.0	2	x	x	x	0	-5.5	5
32	CC(C)Cn1c(N)c(C(=O)CSc2nc3ncc(Cl)cc3[nH]2)c(=O)n(C)c1=O	9	x	5	7	0.5	0	7	1.9	-3
33	O=C(COc1ccc([N+](=O)[O-])cc1)Nc1nc(-c2ccccn2)cs1	10	0.0	0	-24	0.2	-6	28*	-5.1	-24
34	COC(=O)C1=C(C)NC(C)=C(C(=O)OC)C1c1ccco1	15	x	2	-1	-1.7	-9	2	-3.3	0
35	O=C(/C=C/c1ccc(S(=O)(=O)N2CCOCC2)cc1)Nc1ccc(F)c(F)c1F	3	0.7	-13	-12	-1.7	8	-4	x	0
36	COc1ccc(/C=N/NC(=O)c2cc(-c3ccccc3)nc3ccccc23)cc1O	21	1.4	1	-9	-2.1	13	-3	x	-34
37	COc1ccc(-c2cn3cccnc3n2)cc1NS(=O)(=O)c1ccccc1	14	x	-7	-6	-1.0	6	15	-5.5	0
38	COc1cc(O)c(C(CC(=O)N2CCN(c3ccccc3)CC2)c2ccc3c(c2)OCO3)c(OC)c1 (stereo unspecified)	3	-0.5	5	1	-1.9	-1	0	-0.2	4
39	CCCN(CC(=O)Nc1ccccc1C)C(=O)c1sc2ccccc2c1Cl	0	-0.4	-1	4	2.8	-1	-3	x	-7
40	Cc1sc(NC(=O)CSc2nnc(COc3ccccc3)n2C)c(C#N)c1C	-4	x	2	3	-0.4	1	-4	-0.3	-7
41	CCOC(=O)CN(C(=O)CNC(=O)c1cccs1)C(C(=O)NC1CCCCC1)c1cccs1 (stereo unspecified)	2	x	-3	-11	-2.0	1	-6	-1.9	1
42	C=CCNC(=S)Nc1ccc(N(C)C)cc1	1	x	-1	0	-2.4	11	0	-2.6	-20
43	Cc1nn(C)c(Cl)c1C(=O)NCC(=O)NCc1ccccc1	-3	0.2	1	5	0.1	6	-1	0.1	2
44	COc1cccc(C(NC(C)=O)c2nc(-c3cccnc3)cs2)c1 (stereo unspecified)	4	2.0	4	x	x	x	0	-4.3	0
45	CCOc1ccc(NC(=O)c2ccc(NS(=O)(=O)c3cccs3)cc2)cc1	5	-0.8	0	-14	-1.7	-41	3	-1.4	-4
46	Cc1nc(-c2cccc(NS(=O)(=O)c3cccc4ccccc34)c2)cs1	-7	1.1	4	-32	-1.5	2	-1	-5.8	3
47	O=C(CSCc1ccc(Br)cc1)Nc1ccc(S(=O)(=O)N2CCOCC2)cc1	12	0.2	5	-1	-3.3	6	-1	-4.6	-2
48	O=S(=O)(C/C(=C/CO)S(=O)(=O)c1ccccc1)c1ccccc1	-2	0.5	86*	-46	0.7	0	3	-1.0	22
49	CC1(C)Cc2c(sc3c2C2=NCCN2C=N3)CO1	3	-0.8	2	-2	-1.0	-2	3	-0.3	-11
50	CCOc1ccc(CNC(=O)CCS(=O)(=O)c2ccc3c(c2)oc(=O)n3C)cc1	-4	6.1	-6	-4	0.4	13	-2	-0.3	0

Entries 49 to 50 from above:
cpd	SMILES	GDH-TPI counter	BioA inh	PrPC surface inh	Rv3671c inh	UGM FP inh	MazEF act	Mtb FBA inh	FadD28 binding	BoNT-F LC inh
49	CC1(C)Cc2c(sc3c2C2=NCCN2C=N3)CO1	3	-0.8	2	-2	-1.0	-2	3	-0.3	-11
50	CCOc1ccc(CNC(=O)CCS(=O)(=O)c2ccc3c(c2)oc(=O)n3C)cc1	-4	6.1	-6	-4	0.4	13	-2	-0.3	0

(listing goes on)
cpd	SMILES	GDH-TPI counter	BioA inh	PrPC surface inh	Rv3671c inh	UGM FP inh	MazEF act	Mtb FBA inh	FadD28 binding	BoNT-F LC inh
51	O=C(NCC(c1cccnc1)N1CCOCC1)C1CCCCC1 (stereo unspecified)	0	x	-2	-2	0.6	2	-2	-0.6	-11
52	Cc1nc(CN2CCN(Cc3nc(C(c4ccccc4)c4ccccc4)no3)CC2)cs1	3	x	-2	2	0.2	-3	0	-0.8	-4
53	COc1ccc(C(=O)OCC(=O)Nc2c(C)cccc2C)cc1	-5	x	-6	1	0.7	8	-2	x	10
54	COc1ccc(C(=O)Oc2c(OC)cc(C(=S)N3CCOCC3)cc2OC)cc1	-1	-0.8	6	-6	-4.2	5	0	-1.9	-16
55	Cn1c(CSCc2ccc(F)cc2)n[nH]c1=S	6	-1.2	10	x	0.3	4	1	0.8	u
56	CCCCN(C(=O)CSc1nnnn1-c1ccccc1OC)C1CCS(=O)(=O)C1 (stereo unspecified)	2	x	-4	4	1.2	0	5	-1.6	-7
57	COc1ccc(C2CC(O)(c3ccccc3)Oc3cc(OC)ccc32)cc1 (stereo unspecified)	-1	0.0	3	-7	3.0	-1	0	-3.9	3
58	CN(CC(=O)NCCc1ccc(S(N)(=O)=O)cc1)CC(=O)Nc1ccc(Cl)cc1	3	x	1	-2	0.4	8	-1	-1.8	6
59	N#C/C(=C(/O)CSc1ccccn1)c1nc2ccccc2s1	7	x	6	-20	2.7	2	-4	-4.4	-4
60	O=C(/C=C/c1ccc(F)cc1)N1CCCc2ccccc21	4	x	-4	7	-1.9	6	3	0.6	-6
